Source: PubChem BioAssay
DT40 TDP1 no CPT: qHTS for Inhibitors of human tyrosyl-DNA phosphodiesterase 1 (TDP1): qHTS in cells in absence of CPT | hit rate 15% among 420,000 | Potency, µM (series often up to 46.2 µM), for the others: at the highest dose activity change, negative = growth inhibition, actives largely listed as inhibitors | AID 686978, 2013 | DT40 Tdp1-/- hTDP1 cells, no CPT, ATP luminescence, 48 h; note: nearly all actives have a fitted effect of over 55% in size
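No-CPT arm: Tdp1-/-;hTDP1 DT40 cells (400/well) plus compounds, incubated ≥48 hr at 37 °C. Readout CellTiter-Glo luminescence.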
TDP1 cell CPT: qHTS for Inhibitors of human tyrosyl-DNA phosphodiesterase 1 (TDP1): qHTS in cells in presence of CPT | AID 686979, 2013 | hit rate 12% among 420,000 | chicken DT40 Tdp1-/-;hTDP1 cells + 20 nM CPT, ATP luminescence, 48 h | Potency, µM (top dose mostly 46.2 µM), for inactives: at the highest dose activity change, negative = growth inhibition, hits mostly inhibitors; note: nearly all actives have a fitted effect of over 55% in size
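Cell growth measured by CellTiter-Glo luminescence after a minimum 48 h, 37 C compound exposure with 20 nM CPT in Tdp1-knockout DT40 cells stably expressing hTDP1, seeded 400/well; qHTS titration format.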
GCN5L2 inh: qHTS Assay for Inhibitors of GCN5L2 | Histone acetyltransferase KAT2A (Homo sapiens), Q92830 | GCN5L2 HAT assay, ThioGlo1 CoA-SH fluorescence | Potency, µM (highest dose often 58.9 µM), for the others: at the top dose activity change, negative = inhibition, hits mostly inhibitors | hit rate 0.21% among 390,000 | AID 504327, 2011
Target sequence (Q92830 whole entry, looked up): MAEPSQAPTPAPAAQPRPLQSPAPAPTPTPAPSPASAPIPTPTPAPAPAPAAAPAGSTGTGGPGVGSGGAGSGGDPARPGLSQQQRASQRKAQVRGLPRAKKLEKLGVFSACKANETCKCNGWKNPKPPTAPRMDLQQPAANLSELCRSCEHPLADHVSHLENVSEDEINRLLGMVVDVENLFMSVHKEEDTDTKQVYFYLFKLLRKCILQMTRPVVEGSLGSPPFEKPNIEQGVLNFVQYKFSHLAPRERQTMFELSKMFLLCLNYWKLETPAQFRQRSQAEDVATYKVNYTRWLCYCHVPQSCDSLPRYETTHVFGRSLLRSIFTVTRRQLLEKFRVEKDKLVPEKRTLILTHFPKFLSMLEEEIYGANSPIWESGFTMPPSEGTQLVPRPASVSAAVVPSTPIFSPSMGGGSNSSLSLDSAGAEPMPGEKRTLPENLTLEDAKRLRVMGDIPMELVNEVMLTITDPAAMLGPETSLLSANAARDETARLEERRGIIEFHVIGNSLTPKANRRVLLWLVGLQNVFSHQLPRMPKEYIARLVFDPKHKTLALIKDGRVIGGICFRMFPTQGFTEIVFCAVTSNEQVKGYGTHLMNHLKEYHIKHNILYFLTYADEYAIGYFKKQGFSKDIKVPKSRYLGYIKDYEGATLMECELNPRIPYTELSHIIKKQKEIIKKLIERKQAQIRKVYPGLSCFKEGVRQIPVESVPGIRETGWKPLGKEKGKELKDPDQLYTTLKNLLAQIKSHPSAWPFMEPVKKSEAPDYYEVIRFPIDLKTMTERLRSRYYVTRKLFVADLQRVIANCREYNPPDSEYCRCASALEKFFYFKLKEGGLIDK
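qHTS, 1536-well. 20nM enzyme, pH 7.5 HEPES/EDTA/Tween-20 buffer; 15 min compound preinc., RT. Start: 75uM H3(1-25), 70uM AcCoA, 50uM ThioGlo1. Read Ex340/Em540 at t=0 (autofluorescence flag) and t=20 min.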
An asterisk follows results filed as active; ? = inconclusive; . = no result given; [ ] = dose if it differs, or a comment. Calls come from the whole dose curve; as a rule, active = well fitted curve in the direction sought with a large enough effect; inconclusive = small, poorly fitted or top-dose-only effect, or another doubt; inactive = no such curve, though single readings can be large; an effect the other way counts as inactive or inconclusive. % is set by controls: 0 for no effect and ±100 for the full control effect; potency is the fitted concentration of half-maximal effect.

SMILES	DT40 TDP1 no CPT	TDP1 cell CPT	GCN5L2 inh
COc1ccc(CNC(=O)C2(CC3CC(c4ccccc4)=NO3)CCN(C(=O)CCCCCBr)CC2)cc1 (centres undefined)	?	9.2µM*	.
Cc1cc(C)c(S(=O)(=O)NCc2ccc3c(c2)cc(C)n3C)c(C)c1	23µM*	?	-28%
Cc1c(Cl)cccc1NC(=O)CC1SC(=NCC2CCCO2)NC1=O (centres undefined)	-10%	-6%	-9%
CC(C)(C)c1ccc2c(c1)C(=O)c1ccccc1C2=O	?	?	0%
Cc1cc(-c2nc3ncccc3o2)ccc1NC(=O)CC(C)C	-26%	?	3%
Cc1cc(Br)cn2c(Cc3ccsc3)c(-c3ccccc3)nc12	?	?	.
O=C(Cc1cccs1)NCc1ccco1	-7%	-5%	2%
COc1ccc(CN(C)C(=O)COC(=O)c2c(-c3ccccc3Cl)noc2C)cc1	?	?	-10%
Cc1cc(C)c(C)c(S(=O)(=O)N2CCN(c3ccc(O)cc3)CC2)c1C	?	-24%	-17%
CN(CC(=O)O)S(=O)(=O)c1ccc2oc3ccccc3c2c1	1%	7%	-9%
COc1cccc(-c2cnc(NCc3ccccc3Cl)n2C)c1	?	?	-6%
COc1cc(/C=N/NC(=O)c2cccc3ccccc23)cc(OC)c1O	?	4.6µM*	-16%
CCc1ccc(S(=O)(=O)c2nnn(-c3ccc(F)cc3)c2N)cc1	16µM*	23µM*	-2%
CC1=C(C(=O)OCC(Cl)(Cl)Cl)N2C(=O)C(NC(=O)Cc3ccccc3)C2SC1 (centres undefined)	?	15%	6%
COc1ccc(S(=O)(=O)N(C)c2ccc(C(=O)NC3CC3)cc2)cc1	-14%	-12%	0%
COc1cc(OC)cc(C(=O)NC(C)CCc2ccccc2)c1 (centres undefined)	?	?	-9%
CCOc1ccc(CN2CCN(Cc3cccc4nonc34)CC2CCO)cc1 (centres undefined)	?	-16%	-7%
Cc1ccc(S(=O)(=O)C(CNC(=O)C(=O)NCCc2ccc(F)cc2)c2cccs2)cc1 (centres undefined)	16µM*	?	-9%
O=C1CCCCC1(O)Cc1ccc2c(c1)OCO2 (centres undefined)	6%	14%	.
COc1ccc(CNC(=O)Cn2c(=O)cc(-c3ccccc3)c3c(C)nn(C)c32)cc1	-4%	-5%	-16%
CCOC(=O)C1CCC2(CC1)C(C#N)=C(N)Oc1n[nH]c(C)c12 (centres undefined)	0%	0%	-6%
COc1ccc2nc(SCC(=O)c3c(C)[nH]c4ccccc34)nc(C)c2c1	-13%	1%	0%
CSc1ccc(-c2sc(Nc3ccccc3)n[n+]2-c2ccc(F)cc2)cc1	23µM*	12µM*	-1%
COc1ccc(C(NC(=O)CN2C(=O)NC3(CCc4ccccc43)C2=O)c2ccc(OC)cc2)cc1 (centres undefined)	?	?	-7%
Cc1ccc(CNC(=O)c2nc(S(=O)(=O)Cc3ccc(C)cc3)ncc2Cl)cc1	3.3µM*	5.8µM*	-5%
COc1ccccc1-c1cccc([C@@H]2C[C@H]3[C@H](CON3C)CN2Cc2ccccc2)c1	21µM*	?	.
Cc1oc2ncnc(N3CCOCC3)c2c1C(=O)Nc1ccc(Br)cc1F	-14%	9%	-12%
COc1ccc(NC(=O)Nc2ncccc2C)cc1	-14%	-3%	-5%
COc1cc(/C=C2\C(=O)N(c3ccccc3)N=C2C)ccc1Oc1ccc([N+](=O)[O-])cc1[N+](=O)[O-]	18µM*	16µM*	-8%
O=C1CCC(=O)N1c1ccc(S(=O)(=O)Nc2cccc([N+](=O)[O-])c2)cc1	1%	-2%	-21%
Cc1ccc(CNS(=O)(=O)c2ccc(-n3cccn3)cc2)cc1	?	?	.
COc1cccc(NC(=O)C(OC(=O)c2ccc([N+](=O)[O-])o2)c2ccccc2)c1 (centres undefined)	5%	-5%	-3%
Cc1ccccc1NCc1cccn1-c1nnc(N2CCOCC2)s1	-23%	-6%	15%
Cc1nnc(NC(=O)CSc2nc3ccccc3o2)s1	?	1%	-4%
CCc1ccc(NC(=O)C(C)Sc2nc(-c3ccco3)c(C#N)c(=O)[nH]2)cc1 (centres undefined)	-11%	-18%	-12%
CSc1nnc(NC(=O)c2cccc(S(=O)(=O)N3CCOCC3)c2)s1	-12%	13%	-27%
Cc1ccc(Oc2ccc(Cl)cc2NC(=O)c2ccc(F)cc2F)cc1	-26%	-5%	-3%
COc1ccc(CN2CC[C@H]3C=CC[C@@H](C(=O)Nc4ccc(Cl)cc4Cl)[C@H]3C2=O)cc1OC	?	?	.
Cc1cc(=O)[nH]c(N2CCCC2)n1	-19%	2%	3%
Cc1cc(C)cc(NC(=O)Cn2c(=O)n(CCC(C)C)c(=O)c3cccnc32)c1	-5%	-2%	-3%

Reprinted from above for reference:
SMILES	DT40 TDP1 no CPT	TDP1 cell CPT	GCN5L2 inh
Cc1oc2ncnc(N3CCOCC3)c2c1C(=O)Nc1ccc(Br)cc1F	-14%	9%	-12%
COc1ccc(NC(=O)Nc2ncccc2C)cc1	-14%	-3%	-5%
COc1cc(/C=C2\C(=O)N(c3ccccc3)N=C2C)ccc1Oc1ccc([N+](=O)[O-])cc1[N+](=O)[O-]	18µM*	16µM*	-8%
O=C1CCC(=O)N1c1ccc(S(=O)(=O)Nc2cccc([N+](=O)[O-])c2)cc1	1%	-2%	-21%
Cc1ccc(CNS(=O)(=O)c2ccc(-n3cccn3)cc2)cc1	?	?	.
COc1cccc(NC(=O)C(OC(=O)c2ccc([N+](=O)[O-])o2)c2ccccc2)c1 (centres undefined)	5%	-5%	-3%
Cc1ccccc1NCc1cccn1-c1nnc(N2CCOCC2)s1	-23%	-6%	15%
Cc1nnc(NC(=O)CSc2nc3ccccc3o2)s1	?	1%	-4%
CCc1ccc(NC(=O)C(C)Sc2nc(-c3ccco3)c(C#N)c(=O)[nH]2)cc1 (centres undefined)	-11%	-18%	-12%
CSc1nnc(NC(=O)c2cccc(S(=O)(=O)N3CCOCC3)c2)s1	-12%	13%	-27%
Cc1ccc(Oc2ccc(Cl)cc2NC(=O)c2ccc(F)cc2F)cc1	-26%	-5%	-3%
COc1ccc(CN2CC[C@H]3C=CC[C@@H](C(=O)Nc4ccc(Cl)cc4Cl)[C@H]3C2=O)cc1OC	?	?	.
Cc1cc(=O)[nH]c(N2CCCC2)n1	-19%	2%	3%

Further entries:
SMILES	DT40 TDP1 no CPT	TDP1 cell CPT	GCN5L2 inh
CCOc1ccc(CCNC(=O)Cn2nc(CC)n3c(cc4c(OC)cccc43)c2=O)cc1OCC	?	-17%	-4%
CCC(C(=O)N1CCOCC1)n1nc(C)n2c(cc3cc(C)ccc32)c1=O (centres undefined)	0%	-16%	3%
O=C1CCC(=O)N(O)CCCCCNC(=O)CCC(=O)N(O)CCCCNC(=O)CCC(=O)N(O)CCCCCN1	?	?	-1%
O=c1[nH]cnc2c1c(-c1ccccc1)cn2-c1ccc(F)cc1	?	-12%	-2%
COc1ccc(C(=O)NCCNC(=O)c2ccc(OC)cc2)cc1	-19%	-16%	.
Brc1cccc(/C=N\n2cnnc2)c1	2%	-1%	-4%
O=C(Nc1ccc(Cc2ccc(NC(=O)C3CC3)c(O)c2)cc1O)C1CC1	-19%	-21%	-2%
O=C(CCCN1C(=O)C2CC=CCC2C1=O)Nc1ccccc1F (centres undefined)	5%	10%	4%
CC(C)(C)NC(=O)COC(=O)c1cc(F)c(F)cc1Cl	-2%	-3%	2%
COc1ccc(CCNC(=O)c2nc(SCc3ccc(C)cc3)ncc2Cl)cc1OC	10µM*	12µM*	-8%
O=C(COc1ccc2oc(-c3ccco3)cc(=O)c2c1)N1CCCCC1	-18%	?	?
Cc1cc(Br)cn2c(Cc3ccccc3C(F)(F)F)c(C3CCCCC3)nc12	?	-28%	.
COc1ccc(N2CCN(C(=O)CN3CCN(c4nc(-c5ccc(F)cc5)cs4)CC3)CC2)cc1	7.3µM*	5.8µM*	-1%
COc1cccc(NC(=O)CCNS(=O)(=O)c2ccc3c(c2)CC(C)N3C(=O)C2CC2)c1 (centres undefined)	-24%	?	-5%
CCN1CCN(C(c2cccs2)C(C)NS(=O)(=O)c2ccc(F)cc2)CC1 (centres undefined)	-27%	-22%	3%
COc1ccccc1C(c1nnnn1C(C)(C)C)N1CCN(Cc2ccncc2)CC1 (centres undefined)	-23%	1%	-13%
COc1ccccc1-n1nc(C)c(-c2ccccc2)c1N	?	?	0%
CC(=O)N/N=C(\N)c1nonc1N	-7%	5%	0%
CCCN(C(=O)C(C)Oc1cccc(Cl)c1)c1c(N)n(Cc2ccccc2)c(=O)[nH]c1=O (centres undefined)	-6%	5%	-2%
CC(=O)c1cccc(NC(=O)c2cc(-c3ccc(F)cc3)on2)c1	-9%	?	-3%
c1ccc(C[C@H]2COc3c4ccccc4nn32)cc1	-17%	12%	.
Cc1cc(C)cc(N(CC(=O)NC(C)C)C(=O)CCC(=O)Nc2ccccn2)c1	0%	-6%	-5%
O=C(N/C(=C/c1cccs1)C(=O)N1CCOCC1)c1ccccc1	-4%	-2%	-3%
CCOc1ccc(C2CC(c3c(O)n(C4CCCCC4)c(=O)[nH]c3=O)=Nc3ccccc3S2)cc1 (centres undefined)	1%	-3%	-9%
Cc1ccc(S(=O)(=O)N2CCC(NC(=O)c3ccccc3)CC2)cc1	-6%	21%	-18%
O=C(COc1cc(F)ccc1[N+](=O)[O-])Nc1cccc(Br)c1	-5%	0%	-4%
N#Cc1ccccc1/C=N/Nc1nc(-c2ccccc2)c2cc(Br)ccc2n1	?	?	1%
O=S(=O)(Nc1nc2ccccc2nc1NCc1ccco1)c1cccs1	-9%	-1%	-8%
COc1ccc(C(CC(=O)O)NC(=O)COc2cc(C)ccc2C)cc1OC (centres undefined)	-5%	0%	-3%
CC(=O)Nc1cccc(NC(=O)CSc2nc(=O)n3cccc(C)c3n2)c1	2%	-8%	-4%
C[n+]1cn(Cc2cc(Cl)ccc2OC(F)F)c2ccccc21	?	?	1%
Cc1ccc(Nc2nc3ccccc3n3cnnc23)cc1C	?	5%	1%
COc1ccc(OC)c(/C=C(\C#N)c2nc3ccccc3c(=O)[nH]2)c1	-25%	?	2%
CCCc1nnc(NC(=O)Nc2ccccc2Cl)s1	?	-27%	-14%
CCC(c1nnnn1CCOC)N(Cc1cc2c(C)cc(C)cc2[nH]c1=O)CC1CCCO1 (centres undefined)	?	?	?
COc1cccc(/C=N/NC(=O)CN(C2=NS(=O)(=O)c3ccccc32)c2ccccc2)c1	-25%	-25%	3%
S=c1[nH]nc(-c2ccco2)n1/N=C/c1ccc(Cl)cc1	-8%	0%	-10%
COCCCNC1=C(C#N)C(=O)NC(c2cccc([N+](=O)[O-])c2)S1 (centres undefined)	?	-21%	.
Cc1ccc(S(=O)(=O)N[C@H](CNCc2ccccc2)C(C)C)cc1	?	?	.
CCN(C(=O)CSc1nnc(Nc2ccccc2)s1)C1CCS(=O)(=O)C1 (centres undefined)	1%	-3%	-8%
O=C(Nc1ccccc1)N(C1=NCCC1)c1ccc(OC(F)F)cc1	?	-15%	-4%
CC(OC(=O)c1ccc2c(c1)NC(=O)CS2)C(=O)c1ccc(F)cc1 (centres undefined)	-19%	-9%	-6%
COc1ccc(N2CC(C(=O)NCCc3ccc(Cl)cc3)CC2=O)cc1 (centres undefined)	-21%	-12%	-1%
O=C(Nc1cccc2ccccc12)c1ccc2sc([C@@H]3O[C@H](CO)[C@@H](O)[C@H]3O)nc2c1	?	?	.
COC(=O)C1=NN[C@H](C(=O)OC(C)(C)C)[C@H]1c1ccccc1	-24%	-7%	2%
Cc1ccc(NC(=O)NCc2nc3ccccc3n2C)cc1	23µM*	?	3%
CCC(C)c1nc2c(c(N3CCC3=O)c1-c1ccccc1)CCCC2 (centres undefined)	?	18µM*	.
Cc1cc(C)c2nc(-c3cccc(Cl)c3)c(C)c(C(=O)N3CCOCC3)c2c1	?	?	-19%
N/C(Cc1ccc([N+](=O)[O-])cc1)=N\OC(=O)Cc1ccccc1	-27%	-14%	2%
CC(C)(O)C#Cc1ccc(CN2CCCC(CNC(=O)c3ccco3)C2)cc1 (centres undefined)	-4%	-23%	-19%
Cc1ccc2oc(-c3cccc(NC(=O)c4ccc(Br)o4)c3)nc2c1	-2%	-6%	-7%[0.501 µM]
Nc1ccc(O)c2c(=O)cc(-c3ccccc3Cl)oc12	-28%	-21%	-17%[88.6 µM]
NC(=S)N/N=C/c1coc2ccc(O)cc2c1=O	?	?	-2%
O=C(O)CC(C(=O)N(c1ccccc1)c1ccccc1)N1CCOCC1 (centres undefined)	-4%	-6%	-1%

These rows are one share of the data; the hit share may differ from the screen's.
